DDE Tn6 FP inh: inhibitors of Tn6 peptide binding to fibrin DD(E), primary screen, biochemical, fluorescence polarization, human fibrin, Tn6 probe; Fibrinogen beta chain (Homo sapiens), P02675; Fibrin DD(E) TRITC-Tn6 fluorescence polarization displacement; inhibition, % at 8.3 µM; hit rate 0.21% among 370,000;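 active = inhibition above a per-campaign cutoff: mean of compounds within control limits plus 3 SD, cut at about 15% in these data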;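 also: 0% = median of all compound wells on the plate and 100% = blocking peptide control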
MBD2 inh: inhibitors of MBD2 binding to methylated DNA, primary screen, biochemical, TR-FRET, DNA-binding domain, human; Methyl-CpG-binding domain protein 2 (Homo sapiens), Q9UBB5; MBD2 binding to methylated oligonucleotide; inhibition, % at 4.4 µM; hit rate 0.31% among 370,000; in the data active = inhibition above about 13%
LEDGF integ inh: blockers of LEDGF/p75-dependent integrase strand transfer – biochemical, TR-FRET, high throughput, primary screen | hit rate 0.64% among 370,000 | AID 743269, 2014 | HIV-1 integrase (with human LEDGF/p75) | inhibition, % at 3.7 µM | TR-FRET IN-LEDGF/p75 DNA integration, Eu/Cy5;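 active = inhibition above the screen-wide mean plus 3 SD, cut at about 13% in these data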;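 also: signal is the Cy5 over europium emission ratio at 671 and 618 nm; 0% = plate median of compound wells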
UHRF1 binding: UHRF1 methylated DNA binding inhibitors, primary screen, counter-screen for MBD2 inhibitor project, biochemical, TR-FRET, human UHRF1, single concentration; E3 ubiquitin-protein ligase UHRF1 (Homo sapiens), Q96T88; UHRF1 binding to methylated oligo; hit rate 0.75% among 370,000; inhibition, % at 4.4 µM; in the data active = inhibition above about 21%;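 also: UHRF1 SRA domain binding a hemimethylated CpG hairpin DNA probe; 0% = median of test compound wells and 100% = reference inhibitor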
Target sequence (Q96T88 whole entry, looked up, the tested form may be a part): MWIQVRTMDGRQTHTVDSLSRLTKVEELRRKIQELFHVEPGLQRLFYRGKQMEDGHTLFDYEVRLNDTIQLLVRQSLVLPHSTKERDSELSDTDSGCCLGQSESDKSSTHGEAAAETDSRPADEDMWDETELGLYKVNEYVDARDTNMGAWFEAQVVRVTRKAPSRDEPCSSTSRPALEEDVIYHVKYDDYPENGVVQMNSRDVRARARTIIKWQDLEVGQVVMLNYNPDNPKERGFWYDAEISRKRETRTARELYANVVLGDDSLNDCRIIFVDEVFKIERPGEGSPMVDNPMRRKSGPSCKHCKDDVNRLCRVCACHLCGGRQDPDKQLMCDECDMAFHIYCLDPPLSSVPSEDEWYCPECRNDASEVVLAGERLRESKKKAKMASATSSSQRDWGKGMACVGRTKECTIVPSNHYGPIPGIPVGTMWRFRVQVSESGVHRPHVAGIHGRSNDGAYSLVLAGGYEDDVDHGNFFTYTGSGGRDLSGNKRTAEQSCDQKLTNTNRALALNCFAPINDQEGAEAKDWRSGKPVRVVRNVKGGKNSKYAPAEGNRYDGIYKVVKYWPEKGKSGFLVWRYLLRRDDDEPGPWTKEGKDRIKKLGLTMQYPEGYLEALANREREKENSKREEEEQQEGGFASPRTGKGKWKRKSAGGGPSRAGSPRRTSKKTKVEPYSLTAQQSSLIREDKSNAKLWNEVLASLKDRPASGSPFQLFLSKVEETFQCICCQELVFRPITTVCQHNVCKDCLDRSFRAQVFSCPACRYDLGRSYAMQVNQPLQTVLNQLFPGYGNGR
PRMT1 inh: PRMT1 methyltransferase inhibitors, primary screen, biochemical, fluorescence polarization. Protein arginine N-methyltransferase 1 (Homo sapiens), Q99873. recombinant PRMT1, activity-based probe fluorescence polarization. inhibition, % at 2.79 µM. hit rate 1.3% among 370,000;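 active = inhibition above about 21% made by adding two undisclosed values, limit read from the data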
proKLK7 act: proKLK7 zymogen activators, primary screen, biochemical, fluorescence intensity; purified proKLK7, EDANS-DABCYL substrate fluorescence; 100% is mature enzyme control, 0% vehicle; activation, % at 7 µM; hit rate 0.9% among 370,000; AID 652039, 2013; Kallikrein-7 (Homo sapiens), P49862;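 active = activation above the mean of all tested compounds plus 3 SD, computed per campaign excluding outliers beyond control limits, cut at about 13% in these data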
Target sequence (P49862 whole entry, looked up): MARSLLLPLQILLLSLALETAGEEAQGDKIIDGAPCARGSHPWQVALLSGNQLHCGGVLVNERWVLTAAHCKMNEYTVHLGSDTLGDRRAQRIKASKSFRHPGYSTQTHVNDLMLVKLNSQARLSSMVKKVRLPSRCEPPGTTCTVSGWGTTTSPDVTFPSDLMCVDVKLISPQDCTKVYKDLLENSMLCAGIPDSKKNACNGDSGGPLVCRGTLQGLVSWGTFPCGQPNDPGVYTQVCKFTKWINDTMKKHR
Tn7 DDE FP: inhibitors of Tn7 peptide binding to fibrin DD(E), primary screen, biochemical, fluorescence polarization, human fibrin, Tn7 probe; FP displacement of FITC-Tn7 peptide from fibrin DD(E); 0% = median of compound wells per plate; AID 720508, 2013; inhibition, % at 8.3 µM; hit rate 0.13% among 370,000; Fibrinogen beta chain (Homo sapiens), P02675;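 active = inhibition above the mean of compounds falling within the control limits plus 3 SD of them, cut at about 14% in these data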;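 also: 0% = plate median of compound wells and 100% = 10 µM Aha-Tn7 peptide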
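Assay system: Human fibrin DD(E) protein | Medium: Tris buffer with calcium and detergent, pH 7.8 | Reagent: 0.1 µM fluorescent Tn7 | Compound dosing: Single point at 8.3 µM | Times: 10 min preincubation, 3 h with tracer, room temperature | Detection: Fluorescence polarization of the labelled Tn7 tracer | Controls: Aha-Tn7 high control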
TDP2 absorb: human TDP2 enzyme inhibitors, primary screen, biochemical, epi absorbance, recombinant enzyme. Tyrosyl-DNA phosphodiesterase 2 (Homo sapiens), O95551. T5PNP hydrolysis, p-nitrophenol absorbance 415 nm. inhibition, % at 12.8 µM. hit rate 0.34% among 370,000. AID 720702, 2013;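 active = inhibition above the mean of all tested compounds plus 3 SD, set per campaign, cut at about 25% in these data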;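 also: 0% = DMSO with enzyme and 100% = buffer with substrate but no TDP2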
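Read-out basis: percent inhibition. System: recombinant human TDP2. Buffer or medium: Mg2+-containing Tris-HCl buffer, pH 7.5. Repeats: single replicate. Timing: reaction 2 h, 37 °C. Benchmarks: high control without enzyme, low control DMSO plus TDP2. Probe or stimulus: 5 mM T5PNP. Doses: 12.8 µM only. Measured by: epi absorbance of p-nitrophenol freed from T5PNP by hydrolysis.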
SIAE inh: human SIAE inhibitors, primary screen, biochemical, fluorescence polarization, FP-Rh probe, 1536-well HTS; inhibition, % at 9.66 µM; AID 1053197, 2014; hit rate 0.69% among 370,000; SIAE FP-Rh probe binding; Sialate O-acetylesterase (Homo sapiens), Q9HAT2;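 active = inhibition above a cutoff: mean of compounds within the control limits plus 3 SD of those, cut at about 17% in these data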;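 also: 0% = plate median of compound wells and 100% = probe without SIAE protein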
TCR CD3 inh: inhibitors of human TCR-CD3 interaction, primary screen, biochemical, fluorescence, TAMRA-labeled TCR probe. T-cell receptor (TCR). inhibition, % at 9.4 µM. hit rate 0.37% among 360,000. AID 651800, 2012; in the data active = inhibition above about 19%;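 also: recombinant mutant TCR 2C K166C tagged with TAMRA read by polarization; 0% = receptor in buffer alone and 100% = receptor with positive control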
Numbers without * were called inactive.

#	SMILES	DDE Tn6 FP inh	MBD2 inh	LEDGF integ inh	UHRF1 binding	PRMT1 inh
1	CN[C@@H](CO)C(=O)NC[C@H]1O[C@@H](n2cnc3c(=O)[nH]c(N)nc32)[C@H](O)[C@@H]1O	0	-2	0	-3	-4
2	COCCCNc1oc(COc2ccc(Cl)cc2Cl)nc1C#N	1	2	-3	1	-4
3	O=C(NCCc1cnc[nH]1)c1ccc(-c2ccccc2)cc1	0	-2	-3	-1	1
4	O=CN(CCNc1ccccc1)c1ccccc1	-4	1	-3	1	3
5	COc1ccc(CCNC(=O)CSc2nnc(C(C)N(C)C)n2Cc2ccccc2)cc1OC (configuration not stated)	-4	-2	4	0	1
6	COc1ccc(OC(=O)c2cccc(S(=O)(=O)N3CCCC3)c2)cc1	1	5	1	1	-1
7	O=C(CN1CCCC(O)C1)N1c2ccccc2Sc2ccc(C(F)(F)F)cc21 (configuration not stated)	-10	3	-1	5	2
8	O=[N+]([O-])c1ccccc1/C=C/C=N/n1c(-c2ccccc2F)n[nH]c1=S	-2	5	-4	-1	8
9	COc1ncnc2c1N=C1CC(C)(C)CC(N)=C1S2	10	-29	-6	-26	33*
10	C=CCNC(=O)c1cc(-c2ccc3c(c2)OCO3)on1	7	-5	0	-2	-3
11	Cc1c(C(=O)Nc2ccc(S(=O)(=O)N(C)C3CCN(C)CC3)cc2)oc2ccccc12	-4	2	0	-7	1
12	COc1ccccc1NC(=O)CSc1nnc(-c2ccco2)n1N	8	1	0	0	0
13	CC(=O)c1c(C)oc2ccc(N(C(C)=O)S(=O)(=O)c3cccc([N+](=O)[O-])c3)cc12	-3	4	3	3	2
14	C/C(=N/NC(=O)CN1CCN(Cc2ccccc2Cl)CC1)c1cccs1	8	0	-2	-1	-2
15	O=C(Cn1c(=O)oc2cc(S(=O)(=O)N3CCCC3)ccc21)NC1CCCCC1	-3	-8	0	4	4

#	proKLK7 act	Tn7 DDE FP	TDP2 absorb	SIAE inh	TCR CD3 inh
1	-0.4	-3	-2	6	2
2	0.5	2	-2	17*	0
3	0.3	1	9	-10	-5
4	0.4	1	-5	8	-3
5	-0.3	-9	-6	-4	4
6	-0.1	-2	6	-2	5
7	0.5	-1	-15	2	-2
8	-0.1	-2	4	9	-10
9	1.5	8	-7	16	18
10	0.3	2	3	7	-2
11	0.8	4	-6	-9	3
12	-0.1	-6	6	3	7
13	-0.3	-8	-7	-2	7
14	-0.3	6	8	4	4
15	0.0	0	8	0	-6

3 entries from above, arranged by number of heavy atoms, smallest number first:
#	SMILES	DDE Tn6 FP inh	MBD2 inh	LEDGF integ inh	UHRF1 binding	PRMT1 inh
9	COc1ncnc2c1N=C1CC(C)(C)CC(N)=C1S2	10	-29	-6	-26	33*
14	C/C(=N/NC(=O)CN1CCN(Cc2ccccc2Cl)CC1)c1cccs1	8	0	-2	-1	-2
15	O=C(Cn1c(=O)oc2cc(S(=O)(=O)N3CCCC3)ccc21)NC1CCCCC1	-3	-8	0	4	4

#	proKLK7 act	Tn7 DDE FP	TDP2 absorb	SIAE inh	TCR CD3 inh
9	1.5	8	-7	16	18
14	-0.3	6	8	4	4
15	0.0	0	8	0	-6

Further compounds.
#	SMILES	DDE Tn6 FP inh	MBD2 inh	LEDGF integ inh	UHRF1 binding	PRMT1 inh
16	Cc1ccc(N2CN(Cc3cccnc3)CNC2=S)c(C)c1	4	7	0	2	-3
17	CCC(CO)NS(=O)(=O)c1cc(-c2nn(C)c(=O)c3ccccc23)ccc1C (configuration not stated)	4	0	-1	-2	-4
18	Cc1cc(C)nc(SCCn2c(N3CC(C)OC(C)C3)nc3c2c(=O)n(C)c(=O)n3C)n1 (configuration not stated)	3	5	-1	1	-1
19	CCN(CC)S(=O)(=O)c1cc(NC(=O)COC(=O)Cn2cnc3ccccc32)ccc1C	9	-7	-4	-6	0
20	CC(C)CN(C(=O)COC(=O)c1ccc(Cl)c(N)c1)c1c(N)n(Cc2ccccc2)c(=O)[nH]c1=O	-7	6	4	2	3
21	Cc1csc(=O)n1CC(=O)OC(C)C(=O)Nc1cccc(Cl)c1 (configuration not stated)	5	-5	-1	0	1
22	O=C(C[n+]1ccccc1)N/N=C/c1ccc(Cl)c(Cl)c1	-9	4	2	0	7
23	O=C(Cc1ccccc1)Nc1cccc(-c2nnc(-c3ccco3)o2)c1	-6	2	1	2	1
24	COc1ccc(C(=O)C[n+]2ccc3c(c2)nnn3-c2ccccc2)cc1	1	1	-7	1	4
25	CCOC(=O)C1CCN(c2c(NCc3ccc(C(=O)NCCC(C)C)cc3)c(=O)c2=O)CC1	-4	-1	2	-2	0
26	Cn1c(=O)[nH]c(=O)c2c1nc(N1CCCCCC1)n2CC(N)=O	-3	2	3	-2	0
27	O=C(N/C(=C\c1cccnc1)C(=O)N1CCOCC1)c1cccc(Br)c1	-11	5	1	2	-2
28	Cc1cccc(C)c1N=C1SC(CC(=O)Nc2c(C)cccc2C)C(=O)N1CCc1ccccn1 (configuration not stated)	-1	-3	2	0	3
29	CC(=O)c1ccc(N=C2C(=O)Nc3ccccc32)cc1	-6	-2	1	-5	0
30	Cc1ccc(CNC(=O)C(=O)Nc2nccs2)cc1	-5	2	-4	0	1

#	proKLK7 act	Tn7 DDE FP	TDP2 absorb	SIAE inh	TCR CD3 inh
16	0.2	-1	1	0	2
17	-0.1	8	-12	0	5
18	-0.6	-6	9	-8	3
19	-0.5	6	-2	-6	1
20	0.0	-3	-12	1	1
21	0.7	5	4	1	2
22	0.0	3	-13	-8	-4
23	-0.2	2	-5	-5	-2
24	-0.7	2	-9	-7	-2
25	-0.3	-2	-10	-2	4
26	0.4	7	4	0	0
27	0.5	-2	3	-6	6
28	0.2	1	-7	-2	6
29	0.1	-2	14	-2	-1
30	2.6	-2	11	2	-1

Following part.
#	SMILES	DDE Tn6 FP inh	MBD2 inh	LEDGF integ inh	UHRF1 binding	PRMT1 inh
31	CCCS(=O)(=O)N1CCN(Cc2ccc(OCc3ccccc3)c(OC)c2)CC1	1	3	-2	3	1
32	CN(CC(=O)Nc1ccc(F)cc1)C(=O)COC(=O)C1=COCCO1	-1	-5	4	0	-6
33	COc1ccc(OCCc2nnc(N)s2)cc1	6	4	-2	0	0
34	COc1ccccc1CC(=O)Nc1cccc(C)n1	1	0	-1	-1	4
35	CC(C(=O)NC1CCCC1)n1c(C2CCCC2)nc2ccccc21 (configuration not stated)	-1	-4	-2	0	1
36	Cc1ccc(C(c2nnnn2CS(=O)(=O)c2ccc(C)cc2)N2CCC(C(N)=O)CC2)cc1 (configuration not stated)	3	-3	-1	-2	-4
37	CC(C)Oc1ccc(CNC(=O)Cn2ccc3cc(S(=O)(=O)N4CCCC4)ccc32)cc1	-2	4	-1	1	1
38	CC1CC(C)CN(CCCNC(=O)C2CCN(c3nnc(-n4cccc4)s3)CC2)C1 (configuration not stated)	-5	0	1	1	-4
39	Cc1cccc(C(=O)NCCCNC(=O)c2cccnc2)c1	6	5	0	-2	1
40	Cc1ccn(CC(=O)N2CCCC(N3CCN(c4ccccc4F)CC3)C2)n1 (configuration not stated)	-1	0	2	-2	-3
41	Cc1nc(C)c(C(=O)NNC(=O)c2ccc(Br)cc2)s1	0	3	-2	0	-2
42	CN(C)c1ccc(Sc2nnc(NC(=O)Nc3ccc(Cl)cc3Cl)s2)cc1	5	0	-2	-1	-4
43	CCC(=O)c1ccc(OCC(O)Cn2c(C)nc3ccccc32)cc1 (configuration not stated)	-13	7	-3	6	4
44	CCN(CC(=O)Nc1c(F)cccc1F)C(=O)c1ccc(C#N)cc1	0	0	-2	1	-6
45	CCc1nc(N(CC)CC)c2oc3ccccc3c2n1	2	4	1	5	1
46	Cc1ccc(C(=O)O/N=C/c2c(Cl)n(C)c3ccccc23)cc1	0	1	-4	3	-2
47	CC(=O)c1cccc(NC(=O)C(C)OC(=O)/C=C/c2cccs2)c1 (configuration not stated)	-5	-5	0	-2	-1
48	Clc1cccc(CN2CCc3c([nH]c4ccccc34)C2)c1	3	-3	0	1	-3

#	proKLK7 act	Tn7 DDE FP	TDP2 absorb	SIAE inh	TCR CD3 inh
31	-0.4	-1	6	-2	3
32	0.4	0	-15	5	2
33	0.1	6	1	3	-3
34	0.0	1	6	-3	4
35	0.0	6	4	-4	1
36	-0.3	2	-6	-6	3
37	0.1	6	-6	-6	0
38	-0.5	3	7	2	3
39	0.3	0	1	-2	3
40	0.3	2	7	0	4
41	-0.1	12	2	2	0
42	-0.1	1	10	-1	-10
43	-0.5	1	-11	-7	2
44	0.1	1	11	8	3
45	0.1	-1	-2	4	1
46	0.4	-3	-8	0	-7
47	0.4	-5	11	1	7
48	0.9	5	-5	3	1

Grouped by structure, those above containing a Cl atom.
#	SMILES	DDE Tn6 FP inh	MBD2 inh	LEDGF integ inh	UHRF1 binding	PRMT1 inh
2	COCCCNc1oc(COc2ccc(Cl)cc2Cl)nc1C#N	1	2	-3	1	-4
14	C/C(=N/NC(=O)CN1CCN(Cc2ccccc2Cl)CC1)c1cccs1	8	0	-2	-1	-2
20	CC(C)CN(C(=O)COC(=O)c1ccc(Cl)c(N)c1)c1c(N)n(Cc2ccccc2)c(=O)[nH]c1=O	-7	6	4	2	3
21	Cc1csc(=O)n1CC(=O)OC(C)C(=O)Nc1cccc(Cl)c1 (configuration not stated)	5	-5	-1	0	1
22	O=C(C[n+]1ccccc1)N/N=C/c1ccc(Cl)c(Cl)c1	-9	4	2	0	7
42	CN(C)c1ccc(Sc2nnc(NC(=O)Nc3ccc(Cl)cc3Cl)s2)cc1	5	0	-2	-1	-4
46	Cc1ccc(C(=O)O/N=C/c2c(Cl)n(C)c3ccccc23)cc1	0	1	-4	3	-2
48	Clc1cccc(CN2CCc3c([nH]c4ccccc34)C2)c1	3	-3	0	1	-3

#	proKLK7 act	Tn7 DDE FP	TDP2 absorb	SIAE inh	TCR CD3 inh
2	0.5	2	-2	17*	0
14	-0.3	6	8	4	4
20	0.0	-3	-12	1	1
21	0.7	5	4	1	2
22	0.0	3	-13	-8	-4
42	-0.1	1	10	-1	-10
46	0.4	-3	-8	0	-7
48	0.9	5	-5	3	1

Source: PubChem (The Scripps Research Institute Molecular Screening Center)
